RMI-FANCM inh: RMI-FANCM interaction inhibition | Fluorescence polarization, RMI core complex with F-MM2 peptide; stronger effect = lower value | FP signal (polarization) at 33 µM | actives 0.58% (n = 70,000); in the data active = FP signal below about 40; note: inactives centre near 61; strong numbers were not always called active; unit not given here
Starred values were filed as active, the others as inactive; & = joins results of further samples.

RMI-FANCM inh	molecule
64	CNC(=O)/C(=C/c1ccc(OCCOc2ccccc2OC)cc1)NC(=O)c1ccc(OC)cc1
57	O=C(O)C1=CCCN(CCON=C(c2ccccc2)c2ccccc2)C1
53	Cc1ccc(NC(=O)N(CCC(=O)O)Cc2ccccc2)cc1
66	O=C(Nc1nnc(-c2ccc3c(c2)OCO3)o1)c1ccc2ncsc2c1
90	Cc1cc(C)c(CSC(=N)N)c(C)c1CSC(=N)N
75	Cc1ccc(CNC(=O)C(=O)NCC2CCN(C3CCCC3)CC2)cc1
65	Nc1nc(Nc2cccc(Cl)c2)n[nH]1
63	COc1ccc(-c2csc(CN3CCN(C(=O)CSCc4ccccc4)CC3)n2)cc1
50	O=[N+]([O-])c1ccc2oc(C(O)c3ccc(OC(F)(F)F)cc3)cc2c1 (centres undefined)
63	O=C(NCCn1ncc2c(NCCc3ccccc3)ncnc21)C1CC(=O)N(c2ccc(F)cc2)C1 (centres undefined)
67	Cc1ccc(NC(=O)C2CCCCN2S(=O)(=O)c2cccs2)cc1 (centres undefined)
125	CCOC(=O)CSc1nc2c(-c3ccccc3)c[nH]c2c(=O)n1-c1ccccc1
61	Cc1ccc(C2NC(=S)NC3=C2C(=O)CCC3)cc1 (centres undefined)
79	NCC1(c2cccs2)CCCC1
61	O=C(CCSc1ccccc1)NCCOc1ccc2nnc(-c3ccccc3)n2n1
60	O=C(O)CNC(=O)c1ccc(Cl)cc1Cl
56	CCOC(=O)C(=CNNCCC#N)C(=O)OCC
59	NC1CONC1=O (centres undefined)
61	Cc1onc(-c2ccccc2Cl)c1NC(=O)N1c2ccc(F)cc2CCC1C (centres undefined)
54	O=S(=O)(c1cccc2nsnc12)N1CCCc2ccccc21
53	CN1C(=O)Cc2cc(NC(=O)COc3ccc(Cl)cc3Cl)ccc21
65	Nc1ccc(C(=O)OCC(=O)c2ccccc2)cc1
58	CCOC(=O)c1nc2ccccc2c(=O)n1/N=C\c1cc(Cl)cc(Cl)c1O
76	CS(=O)(=O)c1ccc(CC(=O)N(Cc2ccccn2)c2nc3ccc([N+](=O)[O-])cc3s2)cc1
60	CCOC(=O)C1CCN(/C=C2\Oc3cc(O)ccc3C2=O)CC1
65	O=C(NCCn1ncc2c(N3CCN(c4ccc(F)cc4)CC3)ncnc21)c1ccc(F)c(F)c1
63	FC(F)(F)c1cccc(-n2c(-c3ccco3)n[nH]c2=S)c1
67&50	CCN(CC)CCOC(=O)C(c1ccccc1)C1CCCCC1 (centres undefined)
56	C=CCNC(=O)COc1ccc(C(C)=O)cc1
65	CC(C)(C)c1ccc(/C=C(\C#N)C(=O)Nc2ccccn2)cc1

Sorted by number of heavy atoms (high to low): part of the list above.
RMI-FANCM inh	molecule
63	O=C(NCCn1ncc2c(NCCc3ccccc3)ncnc21)C1CC(=O)N(c2ccc(F)cc2)C1 (centres undefined)
65	O=C(NCCn1ncc2c(N3CCN(c4ccc(F)cc4)CC3)ncnc21)c1ccc(F)c(F)c1
76	CS(=O)(=O)c1ccc(CC(=O)N(Cc2ccccn2)c2nc3ccc([N+](=O)[O-])cc3s2)cc1
63	COc1ccc(-c2csc(CN3CCN(C(=O)CSCc4ccccc4)CC3)n2)cc1
61	O=C(CCSc1ccccc1)NCCOc1ccc2nnc(-c3ccccc3)n2n1
125	CCOC(=O)CSc1nc2c(-c3ccccc3)c[nH]c2c(=O)n1-c1ccccc1
61	Cc1onc(-c2ccccc2Cl)c1NC(=O)N1c2ccc(F)cc2CCC1C (centres undefined)
58	CCOC(=O)c1nc2ccccc2c(=O)n1/N=C\c1cc(Cl)cc(Cl)c1O
50	O=[N+]([O-])c1ccc2oc(C(O)c3ccc(OC(F)(F)F)cc3)cc2c1 (centres undefined)
67	Cc1ccc(NC(=O)C2CCCCN2S(=O)(=O)c2cccs2)cc1 (centres undefined)
60	CCOC(=O)C1CCN(/C=C2\Oc3cc(O)ccc3C2=O)CC1
54	O=S(=O)(c1cccc2nsnc12)N1CCCc2ccccc21
63	FC(F)(F)c1cccc(-n2c(-c3ccco3)n[nH]c2=S)c1
61	Cc1ccc(C2NC(=S)NC3=C2C(=O)CCC3)cc1 (centres undefined)
56	CCOC(=O)C(=CNNCCC#N)C(=O)OCC
56	C=CCNC(=O)COc1ccc(C(C)=O)cc1
60	O=C(O)CNC(=O)c1ccc(Cl)cc1Cl
65	Nc1nc(Nc2cccc(Cl)c2)n[nH]1
79	NCC1(c2cccs2)CCCC1
59	NC1CONC1=O (centres undefined)

(more compounds)
RMI-FANCM inh	molecule
62	Cc1cc(C)cc(C(=O)NCCn2cc(SCC(=O)Nc3ccc4c(c3)OCCO4)c3ccccc32)c1
57	COc1ccc(SCCC(=O)Nc2nc3c(F)cc(F)cc3s2)cc1
64	Cc1ccc(C)c2sc(N(CC3CCCO3)C(=O)C3CCCC3)nc12 (centres undefined)
61	CCOC(=NC(=NS(C)(=O)=O)c1ccccc1)SC
60	COc1ccc(-c2csc(SCc3ccc(C(=O)N4CCOCC4)o3)n2)cc1OC
66	CC1(C)COc2ccc(NC(=O)c3ccc(Br)o3)cc2NC1=O
64	Cc1ccccc1-n1ncc2c(C3CC3)nn(CC(=O)NCc3ccco3)c(=O)c21
63	CN(C)C(CNC(=O)C(=O)NCCC1=CCCCC1)c1ccsc1 (centres undefined)
75	Cc1sc2nc(SCC(=O)c3ccc4c(c3)OCCO4)n(-c3ccccc3)c(=O)c2c1C
54	Cc1[nH]nc(N/N=C\c2ccccc2Cl)c1C(=O)O
87	CCN(CC)CCN(C(=O)c1cccs1)c1nc2cc3c(cc2s1)OCCO3
82	O=C(Nc1ccc(Nc2ccccc2)cc1)C(=O)c1c[nH]c2ccccc12
65	O=C(NCCn1ncc2c(N3CCOCC3)ncnc21)c1cc(-c2ccccc2)on1
57	CNC(=O)[C@H]1O[C@@H](n2cnc3c(NCc4cccc(I)c4)ncnc32)C(O)[C@H]1O (some centres undefined)
63	CC(C)(C)c1ccc(Oc2ncccc2NC(=O)c2ccco2)cc1
61	COc1ccccc1NS(=O)(=O)c1cccc(Cl)c1
72	CC1CN(S(=O)(=O)c2ccc(C(=O)Nc3nc4ccc(C(C)C)cc4s3)cc2)CC(C)O1 (centres undefined)
51	CCOC(=O)CC1C(=O)NCCN1Cc1cccc(C)c1 (centres undefined)
54	CCOC(=O)c1c(C)n(-c2ccccc2)c2c1cc(OC(=O)c1cccc3ccccc13)c1ccccc12
61	COCC(=O)NCCSc1c(C)[nH]c2ccccc12
65	O=C(c1ccco1)N1CCc2cc(S(=O)(=O)NC3CCCC3)ccc21
54	CCOc1ccc(C(=O)Nc2ccc3nc(C)n(-c4ccc(F)cc4)c(=O)c3c2)cc1
59	CC1CCC2(CC1)NC(=O)N(CC(=O)NCc1cccs1)C2=O (centres undefined)
59	COC(=O)c1oc2c(c1C)C(=O)CCC2
57	O=C(CC(c1ccccc1)c1ccccc1)NCc1nnnn1-c1ccc(F)c(F)c1
68	COc1cccc(OC)c1C(=O)Nc1ccc2c(c1)OCC(C)(C)C(=O)N2
64	COc1c(C)cc(S(=O)(=O)Nc2ccc3c(c2)N(C(=O)C2CC2)CC3)cc1C
66	CS(=O)(=O)N1CCC(C(=O)Nc2ccc3c(c2)N(C(=O)C2CC2)CC3)CC1
65	COc1ccc(Cc2nc3ccccc3n2C)cc1OC
55	N#CC(CC(=O)c1cccs1)c1ccccc1 (centres undefined)
78	Cc1ccc(S(=O)(=O)Nc2ccccc2C(=O)N=c2sc3cccc(Cl)c3n2C)cc1
65	Cc1cccc(N2CCN(C(=O)CCCn3c(=S)[nH]c4cc5c(cc4c3=O)OCO5)CC2)c1C
73	O=C(NCCN1CCOC(c2ccccc2)C1)C(=O)NCc1ccccc1Cl (centres undefined)
86	COc1ccc(-c2cc(=O)n(CC(=O)Nc3ccc(C(N)=O)cc3)cn2)cc1
53	CS(=O)(=O)c1ccc(C(=O)Nc2nc3c(Br)cccc3s2)cc1
54	O=C(O)C1CCN(C(=O)c2csc(-c3ccc4c(c3)CCO4)n2)CC1
61	O=NN(c1ccccc1)c1ccccn1
68	CCOc1ccc(-c2nnc3sc(-c4ccc([N+](=O)[O-])cc4)nn23)cc1
56	Cc1cc(C)c(OCC(=O)OCCNC(=O)c2cccnc2)c(C)c1
54	O=C(Nc1ccc(-c2ccc(N3CCOCC3)nn2)cc1)c1ccc(Cl)c([N+](=O)[O-])c1
54	O=C(Nc1ccc2c(c1)OCCO2)c1ccc(-c2ccccn2)s1
133	COc1ccc(NC(=O)Cn2cnc3c(-c4ccccc4)csc3c2=O)cc1Cl
67	CN1C(=O)C(C)(C)COc2ccc(NC(=O)c3ccc(Br)o3)cc21
95	CCS(=O)(=O)Nc1cccc(C2=NN(S(=O)(=O)c3ccc(C)cc3)C(c3ccc(F)cc3)C2)c1 (centres undefined)
67	O=C(O)CN1C(=O)/C(=C/c2ccccc2OCC(=O)Nc2ccc(F)cc2)SC1=S
54	C=CCC1(NCCO)CCCCC1
53	O=C(Nc1ccc(OC(F)(F)F)cc1)N1CCCN(CCc2ccccc2)CC1
79	c1ccc(-c2nnc(N3CCN(Cc4ccc5c(c4)OCO5)CC3)c3ccccc23)cc1
53	COc1ccc(C(=O)Nc2cc3c4c(c2)C(C)C(=O)N4CCC3)cc1OC (centres undefined)
66	Cc1cccc(NC(=O)Cc2csc(Nc3ccccc3)n2)c1C
54	NC(=S)N/N=C\c1ncc(C(F)(F)F)cc1Sc1ccc(Cl)cc1
60	Clc1cc2c(c(CN3CCN(C4c5ccccc5-c5ccccc54)CC3)c1)OCOC2
103	CSc1ccccc1-c1nnc(NC(=O)CCSc2ccccc2)o1
61	Cc1ccc(N2CC(NC(=O)N(C)C3CCN(C)CC3)CC2=O)cc1C (centres undefined)
62	CCOC(=O)c1sc(NC(=O)c2ccnn2C)nc1C
74	CC(=O)Nc1ccc(C(=O)NCCNC(=O)c2sc(-c3ccccc3)nc2C)cc1
57	Cc1cc(C)c(C)c(S(=O)(=O)N(C)C)c1C
68	Cc1ccc(C)n1-c1cc(-c2ccccc2)[nH]n1
59	Cc1nc2ccccc2nc1SCC(=O)c1ccc(Cl)c([N+](=O)[O-])c1
51	COc1cc([N+](=O)[O-])c(C)cc1Sc1ccc(C)cc1

(next part)
RMI-FANCM inh	molecule
76	COc1ccc(Cn2cnc3c4cc(F)ccc4n(CC(=O)Nc4ccccc4OC)c3c2=O)cc1
55	O=C(Nc1ccc(F)cc1F)C(=O)NC1CCCC1
66	CS(=O)(=O)n1cnc2ccccc21
60	COc1cc(C)c(Cl)cc1S(=O)(=O)n1c(C)nc2ccccc21
78	C[C@@H](NC(=O)/C(C#N)=C/c1ccc(O)c(O)c1)c1ccccc1
9*	COc1ccc(-c2cc(-c3ccccc3)nc3sc(C(=O)NCC4CCCO4)c(N)c23)cc1 (centres undefined)
61	CCn1nc(C(=O)N(CC2CCCO2)c2nc3cc(OC)ccc3s2)cc1C (centres undefined)
61	O=C(NCCN1CCn2cc(OCc3ccccc3)c(=O)cc2C1=O)c1ccncc1
64	CCOC(=O)c1csc(NC(=O)C2CCN(c3ccc(-c4ccc(Cl)cc4)nn3)CC2)n1
65	CCn1c(C)c(C(C)=O)c2cc(OCC(O)Cn3nc(C)cc3C)ccc21 (centres undefined)
53	NC(=S)CS(=O)(=O)c1ccccn1
60	O=C(CN1CCN(Cc2nc3ccccc3[nH]2)CC1)N1CCCc2ccccc21
62	CCOc1cn(C)c(C(=O)Nc2cccc(C(C)=O)c2)cc1=O
55	CCOc1ccc(C(=O)N2CCN(c3ccc(-n4cccn4)nn3)CC2)cc1OCC
19	Nc1c(C(=O)c2ccc(Cl)cc2)sc2nc(-c3cccs3)cc(C(F)(F)F)c12

An excerpt of these results, bar-delimited:
compound | RMI-FANCM inh
CS(=O)(=O)n1cnc2ccccc21 | 66
COc1cc(C)c(Cl)cc1S(=O)(=O)n1c(C)nc2ccccc21 | 60

(list continues)
RMI-FANCM inh	molecule
54	O=C(c1ccccc1)c1ccc[nH]1
49	O=S(=O)(NC1NN=C(c2cc(Cl)cc(Cl)c2O)N1Nc1ccccc1)c1ccccc1 (centres undefined)
52	C1=C(c2ccccc2)Nc2nnnn2C1
60	COC(=O)C1=C(C)Nc2nc(SC)[nH]c(=O)c2C1c1ccc(F)cc1 (centres undefined)
61	O=C(NC1SC(c2ccccc2)=NC1(O)c1ccccc1)c1ccccc1 (centres undefined)
64	Cc1cccc(NC(=O)CCc2c(C)nn(-c3nc(C)cc(=O)[nH]3)c2C)n1
61	COc1ccc(Cl)c2sc(NC(=O)c3cc(C)no3)nc12
66	CC(=O)c1cccc(NC(=O)c2csc(Nc3ccc(OC(F)F)cc3)n2)c1
64	Cc1nc2ccc(NC(=O)C3CCCCN3S(C)(=O)=O)cc2s1 (centres undefined)
63	O=C(NCc1cccnc1)C1CCN(c2ccc(-c3ccco3)nn2)CC1
85	CCOC(=O)c1ccc2nc(NC(=O)Cc3ccc(C)c(C)c3)sc2c1
67	COC(=O)c1cccc(Nc2nn3c(=O)c4ccc(F)cc4nc3s2)c1
98	COc1ccc(-c2nn(-c3ccccc3)cc2C2CC(c3ccccc3)=NN2S(C)(=O)=O)cc1 (centres undefined)
56	N#C/C(=C\c1cccc([N+](=O)[O-])c1)c1cccc(Cl)c1
57	O=C(Cc1cc(=O)[nH]c(SCc2ccccc2)n1)NCCCc1ccccc1
63	Fc1cccc(Cl)c1CSc1nccn1-c1cccnc1
71	O=c1[nH]cnc2c1cnn2C1CCS(=O)(=O)C1 (centres undefined)
57	Clc1ccc(CN2CCCNCC2)c(Cl)c1
74	CCc1nc(SCC(=O)Nc2nc(-c3ccccc3)ns2)c2c3c(sc2n1)CCC3
60	Cc1nc2nnc(SCc3ccccc3Cl)n2c(C)c1CCC(=O)O
63	C=CCc1ccc(OC(=O)c2ccccc2)c(OC)c1
61	Cn1cccc1C(CNC(=O)COc1ccc(Cl)cc1)N1CCc2ccccc2C1 (centres undefined)
73	COc1cc(/C=C/C(=O)Nc2nc3ccc4sc(C)nc4c3s2)cc(OC)c1OC
61	C=CCn1c(=NC(=O)CSCC(=O)N2CCN(C(=O)OCC)CC2)sc2cc(Cl)ccc21
71	COc1ccc(C(=O)Nc2c(N)nc(SCC(=O)c3ccccc3)[nH]c2=O)cc1
73	CCCCC(=O)Nc1ccc(-c2csc(-c3ccccc3)n2)cc1
74	Cc1nc(CSc2cc(C)c3ccccc3n2)cs1
57&49	Cc1[nH]n(-c2ccccc2)c(=O)c1N=Nc1ccc(N2CCOCC2)cc1
75	CSc1ccc(CC(=O)Nc2nnc(-c3cc(C)n(C)n3)o2)cc1

Source: PubChem BioAssay

The list is partial, so the mix of outcomes need not match the whole.
